# F-actin modifier: modifiers of F-actin cytoskeleton organization, primary screen, imaging, HUVEC, phalloidin staining, high-content imaging; AID 836, 2007; inhibition, % at 2 µM; hit rate 0.18% among 91,000; HUVEC TNFa F-actin phalloidin imaging;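 active = inhibition above the batch mean plus 3 SD and confirmed as a hit by visual image inspection, cut at about 30% in these data, passing the limit was not always enough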; also: strong numbers were not always called active
# Smad3 inh: Smad3/FoxH1 peptide binding inhibitors, primary screen, biochemical, TR-FRET; Mothers against decapentaplegic homolog 3 (Homo sapiens), P84022; TR-FRET Smad3/Dy647-FoxH1 peptide binding, europium anti-His; inhibition, % at 25 µM; hit rate 0.29% among 88,000;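 active = compounds that reduce the energy-transfer binding signal between the protein and its labelled peptide by more than half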;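 also: 0% = Smad3 plus labelled peptide maximal FRET and 100% = peptide-only background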
# Target sequence (P84022 whole entry, looked up): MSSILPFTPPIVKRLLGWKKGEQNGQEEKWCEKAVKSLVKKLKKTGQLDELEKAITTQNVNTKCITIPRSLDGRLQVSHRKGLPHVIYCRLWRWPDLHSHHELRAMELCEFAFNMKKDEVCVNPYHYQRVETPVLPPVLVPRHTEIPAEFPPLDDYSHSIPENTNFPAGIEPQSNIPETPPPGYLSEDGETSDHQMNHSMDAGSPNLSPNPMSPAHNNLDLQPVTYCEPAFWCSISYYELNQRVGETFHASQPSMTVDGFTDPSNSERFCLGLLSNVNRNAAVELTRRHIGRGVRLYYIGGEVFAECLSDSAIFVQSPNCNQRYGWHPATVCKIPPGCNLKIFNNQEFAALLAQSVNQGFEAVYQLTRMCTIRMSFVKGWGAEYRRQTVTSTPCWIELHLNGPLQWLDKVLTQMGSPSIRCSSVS
# Pyk2 oligo antag: antagonists of Pyk2 self-association, primary screen, Q293 cells, FERM NanoBiT luminescence, HTS. Protein-tyrosine kinase 2-beta (Homo sapiens), Q14289. active compounds read low. z-score (the deposit names both 25 µM and 10 µM). hit rate 0.83% among 99,000. AID 1347419, 2020;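 active = Z-score of -3 or lower, scaled per plate to the spread of control and sample wells; inactive = z-score above -3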;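 also: negative z-score means lost luminescence so less FERM oligomerization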
# HUVEC tox IL1B: cytotoxicity in IL-1B stimulated HUVEC, primary screen, cytotoxicity control for IL-1B NFkB translocation project, imaging, Hoechst nuclear count, IL-1B stimulus. HUVEC cell count loss. cell count reduction, % at 2 µM. hit rate 0.41% among 94,000. AID 845, 2007;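 active = cell count reduction more than 3 SD above the screen-wide mean, cut at about 70% in these data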;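 also: normalized per plate to untreated control cells as the no-loss baseline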
# H69AR inhibit: proliferation blockers of H69AR lung cancer cells, primary screen, cell-based, human, 86K library | hit rate 6% among 85,000 | viability, % at 10 µM | H69AR lung tumor viability, ATP luminescence, 72 h; active compounds read low;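 active = viability at or below 40%; inactive = viability above 40%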;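 also: multidrug resistant small cell line overexpressing MRP-1 efflux transporter; 100% = mean luminescence of untreated control wells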
# HUVEC inhibit: inhibitors of HUVEC proliferation, primary screen, cell-based, 384-well | CellTiter-Glo luminescence, 72 h; active compounds read low | viability, % at 10 µM (by protocol) | hit rate 1.1% among 86,000 | AID 648, 2007;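 active = viability at or below 30%; inactive = viability above 30%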;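 also: 100% = median luminescence of DMSO-only cell control wells on each plate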
# Fibroblast inh: antiproliferative effect on LL 47 fibroblasts – human, LL 47 cells, CellTiter-Glo luminescence, primary screen; LL 47 human lung fibroblast viability, ATP luminescence; active compounds read low; viability, % at 10 µM; hit rate 1.1% among 85,000;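 active = viability at or below 50% in the single dose screen; inactive = viability above 50%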;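 also: compound exposure lasted 72 h before the ATP readout; 100% = median luminescence of untreated cell-only wells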
#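 Material: human LL 47 lung fibroblast cells; quantity: 1,150 cells/well; medium: IMEM plus 15% FBS; doses: 0.1% DMSO in all compound wells; timing: overnight attachment after seeding, then 72 h compound exposure at 37 °C; detection: CellTiter-Glo luminescence; measure: % viability of median cell-only signal; controls: cell-only wells, no compound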
# VCAM1 TNFa inh: inhibitors of TNFa-induced VCAM1 expression, primary screen, imaging, HUVEC, TNFa stimulus, immunofluorescence; HUVEC TNFa-induced VCAM-1 immunofluorescence, high-content imaging; hit rate 0.48% among 95,000; inhibition, % at 2 µM; AID 802, 2007;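 active = inhibition above the batch mean plus 3 SD, with images confirmed as a hit by eye, cut at about 37% in these data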;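 also: 0% = TNF-stimulated DMSO wells and 100% = unstimulated control wells; not every result past the cut was called active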
# HUVEC tox TNFa: cytotoxicity in TNFa-stimulated HUVEC, primary screen, cytotoxicity control for VCAM1 expression modulator project, imaging, Hoechst nuclei count. cell count reduction, % at 2 µM. hit rate 0.17% among 93,000. HUVEC TNFalpha-stimulated, Hoechst cell count;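 active = cell count reduction exceeding the screen mean by over 5 SD, scaled to untreated wells per plate, cut at about 78% in these data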;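 also: cells counted after 24 h of TNF alpha exposure following the 1 h pretreatment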
# * marks the source's active call; other numbers are inactive results; . = no result given; [ ] = dose if it differs, or a comment. A portion of the library; count on the stated rates, not on these rows.
SMILES,F-actin modifier,Smad3 inh,Pyk2 oligo antag,HUVEC tox IL1B,H69AR inhibit,HUVEC inhibit,Fibroblast inh,VCAM1 TNFa inh,HUVEC tox TNFa
O/N=C(/Cc1ccccn1)c1ccccc1,3,-2,0.02,4,95,101,103,8,-9
CCOC(=O)C(CC(C)C)CP(=O)(O)CNC(=O)OCc1ccccc1 (stereo not drawn),-18,4,0.11,-8,98,94,88,13,-18
CCOC(=O)c1ccc(NC(=O)COc2ccc(-n3cnnn3)cc2)cc1,0,5,0.54,-19,81,97,98,-10,2
O=C(CCCN1C(=O)c2ccccc2C1=O)Nc1ccc(Br)cn1,.,8,0.02,.,89,93,95,.,.
Cc1ccc(C2/C(=C(/O)c3ccccc3)C(=O)C(=O)N2CCN2CCOCC2)o1 (stereo not drawn),9,1,-0.44,18,98,94,103,4,-44
CCc1cc2c(=O)n(Cc3ccco3)c(SCC(=O)N3CCCc4ccccc43)nc2s1,-22,11,-0.24,30,102,90,89,-10,1
Cc1nnc(NC(=O)C2C3C=CC(O3)C2C(=O)O)s1 (stereo not drawn),-11,-1,.,-30,82,89,102,4,-3
Cn1c(N)c(C(=O)COC(=O)c2cccs2)c(=O)n(C)c1=O,.,1[fluorescence artefact?],-0.96,.,91,104,99,.,.
COc1ccc(Cn2nnnc2C(CC(C)C)N2CCN(c3ccccc3)CC2)cc1 (stereo not drawn),8,16[fluorescence artefact?],-1.4,26,83,99,98,4,-25
Clc1ccc(Cn2ccc(-c3ccc4c(c3)OCO4)n2)cc1Cl,-11,.,-0.58,12,.,.,.,11,12
Cc1nc(NC(=O)COC(=O)C(NC(=O)c2ccco2)C(C)C)c(Cl)cc1Cl (stereo not drawn),.,9,0.31,-44,79,99,103,-1,-17
CCC(=O)NC(Nc1cc(C)ccn1)(C(F)(F)F)C(F)(F)F,8,9,2.6,1,99,98,97,5,-17
COC(=O)CNc1n[nH]c(=S)[nH]c1=O,-11,-10[fluorescence artefact?],-0.12,28,100,108,102,8,10
Cc1ccc(NC(=O)CSC2=C(C#N)C(c3ccco3)C3=C(CC(C)(C)CC3=O)N2)cc1 (stereo not drawn),3,-1,-3.4*,-31,80,101,103,8,4
CCOc1cc(C(=O)N(C)c2ccccc2)cc(OCC)c1OCC,3,-3,-0.24,-31,91,95,98,24,-4
CCCCCCCC(=O)NNC(=O)c1ccc([N+](=O)[O-])cc1,3,.,1.4,0,.,.,.,10,-34
CCc1ccc(-c2nc(CN3CCC(C(=O)NCc4ccc(F)cc4)CC3)c(C)o2)cc1,6,-6,-0.78,4,3.3*,14*,96,22,-26
CC(C)Cn1c(N)c(C(=O)NCC2CCCO2)c2nc3ccccc3nc21 (stereo not drawn),1,7,-0.76,-1,36*,74,80,13,-20
CCn1ncc(/C=N\NC(=O)c2cc(-c3ccc(C)cc3C)nc3ccccc23)c1C,-29,.,-2.5,-11,.,.,.,5,4
COC(/C=C/Nc1ccc(C)cc1)=C(C#N)C#N,52,.,0.73,-9,.,.,.,3,-16
COc1cccc(CNC(=O)C2CCN(S(=O)(=O)N3CCCC3)CC2)c1,.,2,0.86,.,97,102,95,.,.
C=CCn1c(SCC(=O)Nc2c(C)n(C)n(-c3ccccc3)c2=O)nc2scc(-c3ccccc3)c2c1=O,1,14,-1.1,-7,56,77,113,-13,-6
O=C(N/N=C/c1ccc(OC(=O)c2cccs2)cc1)c1cccc(F)c1,-8,.,0.6,16,.,.,.,13,-8
Cc1ccc(C(=O)CCC(=O)Nc2cccnc2)cc1C,4,-4,0.65,-5,100,101,107,8,-27
O=C(Nc1ccc2c(c1)ncn2C1CCCCC1)c1ccco1,16,5,-0.02,-35,81,97,104,11,-45
CN(C)c1ccc(-n2cccc2/C=C2/SC(=Nc3ccc(F)cc3)NC2=O)cc1,-15,.,-0.64,.,.,.,.,13,-16
Cc1ccc(NC(=O)CN(c2cc(C)cc(C)c2)S(=O)(=O)c2c(C)noc2C)nc1,1,-6,.,-43,92,98,86,10,-14
Cc1ccc(N2CC(C(=O)Nc3cccnc3)CC2=O)cc1 (stereo not drawn),-4,-7,-0.01,28,87,103,105,-2,16
c1ccc(-c2nc3ccccc3nc2N2CCOCC2)cc1,-36,-16,-0.2,-1,63,96,89,-27,-28
CN1C(=O)CC(C(=O)O)SC1=Nc1cccc(C(F)(F)F)c1 (stereo not drawn),.,7,0.52,-14,102,96,97,.,.

# Four of these compounds in a different format.
# Below each SMILES: F-actin modifier, Smad3 inh, Pyk2 oligo antag, HUVEC tox IL1B, H69AR inhibit, HUVEC inhibit, Fibroblast inh, VCAM1 TNFa inh, HUVEC tox TNFa
Clc1ccc(Cn2ccc(-c3ccc4c(c3)OCO4)n2)cc1Cl
→ -11, ., -0.58, 12, ., ., ., 11, 12
Cc1ccc(C2/C(=C(/O)c3ccccc3)C(=O)C(=O)N2CCN2CCOCC2)o1 (stereo not drawn)
→ 9, 1, -0.44, 18, 98, 94, 103, 4, -44
COC(=O)CNc1n[nH]c(=S)[nH]c1=O
→ -11, -10[fluorescence artefact?], -0.12, 28, 100, 108, 102, 8, 10
Cc1ccc(C(=O)CCC(=O)Nc2cccnc2)cc1C
→ 4, -4, 0.65, -5, 100, 101, 107, 8, -27

# Pyk2 oligo antag, hit marks shown above.
structure	F-actin modifier	Smad3 inh	Pyk2 oligo antag	VCAM1 TNFa inh
Cc1ccc(NC(=O)CSC2=C(C#N)C(c3ccco3)C3=C(CC(C)(C)CC3=O)N2)cc1 (stereo not drawn)	3	-1	-3.4*	8

# Additional records:
SMILES,F-actin modifier,Smad3 inh,Pyk2 oligo antag,HUVEC tox IL1B,H69AR inhibit,HUVEC inhibit,Fibroblast inh,VCAM1 TNFa inh,HUVEC tox TNFa
COc1ccc2c(c1)CCCC21NC(=O)N(CC(N)=O)C1=O (stereo not drawn),16,-3,-0.02,9,97,94,96,7,-18
CCCCCn1c(CCNC(=O)CCC)nc2ccccc21,-1,15,.,-29,89,97,97,7,26
CCOc1ccc(N(C(=O)Nc2ccccc2)C2=NCCC2)cc1,4,11[fluorescence artefact?],1.1,9,91,93,102,13,-20
Cc1cc(NC(=O)c2cc3n(n2)C(C(F)(F)F)CC(c2ccco2)N3)n(-c2ccccc2)n1 (stereo not drawn),-3,12,0.41,-14,83,75,98,-11,-18
O=C(Nc1ccccn1)c1ccco1,-15,8,0.92,-10,93,100,97,17,-27
CCn1c(SCC(=O)N2CCCc3ccccc32)nnc1-c1cccs1,14,3,0.33,-29,72,88,108,-4,-35
CCOC(=O)N1CCN(C(=O)c2ccc3c(=O)n(CCc4ccccc4)c(=O)[nH]c3c2)CC1,7,5,1.4,-2,70,88,100,5,1
CCOC(=O)c1cnc(-n2nc(C)cc2C)nc1N1CC(C)OC(C)C1 (stereo not drawn),27,-3,2.2,-1,102,106,91,6,-35
Clc1cc(Cl)c2nc(N3CCCCC3)sc2c1,17,5,-0.1,-11,90,89,99,-18,-39
Cc1cc(NC(=O)CCN2C(=O)C3C4C=CC(C4)C3C2=O)c2ccccc2n1 (stereo not drawn),13,3,2,-13,87,103,98,-1,-12
COc1ccc(OC)c2sc(NC(=O)c3ccc(S(=O)(=O)N4CCOCC4)cc3)nc12,0,-12,.,-7,70,100,88,10,0
Cc1ccc(-c2noc(CN(C(=O)c3cccs3)C(C)C)n2)cc1,-17,-1,-1.6,-5,88,108,108,-12,-10
CCn1c(C(O)c2cccc(OC)c2OC)nc2ccccc21 (stereo not drawn),6,1,0.37,6,100,93,97,12,-6
Cc1c(NC(=O)CC(=O)Nc2c(C)n(C)n(-c3ccccc3)c2=O)c(=O)n(-c2ccccc2)n1C,6,-8,0.4,1,85,101,90,-6,-16
Clc1cccc(Cl)c1CSc1nnc(-c2sccc2-n2cccc2)o1,-30,.,-1.8,4,.,.,.,4,-6
O=C(CCc1ccc(S(=O)(=O)NC2CCCCC2)cc1)NCc1ccccc1,-17,.,-0.24,8,.,.,.,3,-8
Cc1cccc(N2CCN(c3cc(C)nc4nnnn34)CC2C)c1 (stereo not drawn),.,11,-0.26,.,91,91,95,.,.
Cc1ccc(OCC(=O)c2cc(C)c(C)cc2C)c([N+](=O)[O-])n1,-13,-13,1,-1,77,97,82,17,-24
O=C(NCCCn1ccnc1)c1cccc(S(=O)(=O)Nc2ccccc2F)c1,.,6,1.2,-89,89,95,104,0,-59
Cc1nc2c(C)cccn2c1C(=O)c1ccccc1,0,-2,.,21,96,100,106,6,-14
Cc1ccccc1NC(=O)CCn1c(=O)oc2ccccc21,.,4,.,.,97,90,99,.,.
N#CCC(=O)Nc1ccccc1C(=O)O,.,10[fluorescence artefact?],0.42,.,91,89,94,.,.
COc1ccc(C2C(C(=O)N3CCC(C)CC3)c3ccccc3C(=O)N2C)cc1 (stereo not drawn),14,-9,-0.24,9,76,84,91,-16,2
COC(=O)c1ccc2c(c1)NC1=C(C(=O)CC(C)(C)C1)C(c1ccncc1)N2 (stereo not drawn),.,.,0.11,.,95,93,97,.,.
O=C(Nc1ccc2nc(C3CC3)n(Cc3ccc(F)cc3)c(=O)c2c1)c1ccco1,2,-4,-1.7,.,57,81,107,10,-3
O=C(NNS(=O)(=O)c1ccc(Cl)cc1)NC1CCCCC1,6,.,0.24,-30,.,.,.,17,-24
Cc1ccc(NC(=S)NC(NC(=O)c2ccccc2C)C(Cl)(Cl)Cl)c(C)c1 (stereo not drawn),13,.,-1.5,37,.,.,.,14,-11
COc1cc(OC)cc(-c2nnc(SCc3cccnc3)o2)c1,6,-20,-1.4,3,67,110,97,-8,20
